INS promoter inh: inhibitors of insulin promoter-driven GFP, primary screen, imaging, TRM-6 cells (human fetal islet line), eGFP reporter, cell count; AID 1273, 2008; reporter expression induced with tamoxifen; inhibition, % at 2 µM; 130,000 compounds, 0.9% hits;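 active = inhibition above the mean plus 3 SD, with well images judged a real hit on visual review, cut at about 60% in these data, passing the limit was not always enough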
SDO1 yeast rescue: growth rescue of sdo1-depleted yeast, primary screen, S. cerevisiae, bone marrow failure model; 140,000 compounds, 0.21% hits; z-score at 10 µM; S. cerevisiae sdo1-depleted JHY4D growth rescue, OD600 30 h; stronger effect = higher value; pdr5 snq2 efflux-pump mutant strain; AID 817, 2007;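 active = z-score above 3 at both the 24 hr and the 30 hr optical density reads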;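 also: z-score against mean and SD of all compound wells on the same plate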
SDO1 yeast rescue Rescue 24 h: second read-out of SDO1 yeast rescue, no call of its own (marks repeat the call); z-score; S. cerevisiae sdo1-depleted JHY4D growth rescue, OD600; measured here: growth rescue at 24 h;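 0 is the plate mean of compound wells and units are plate SD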
The depositor's hits bear a star; . = not tested or not shown. Hits appear at their usual frequency; about 0.94% have a hit in one of these screens.

Value order: INS promoter inh | SDO1 yeast rescue Rescue 24 h | SDO1 yeast rescue
COc1cc(C2C3C(=O)N(c4ccc(F)cc4)C(=O)C3ON2c2ccccc2)ccc1O (stereo not given)
  . | 0.94 | 1.2
COc1cccc(NC(=O)CCC(=O)Nc2cccc(OC)c2)c1
  -37 | 0.56 | 0.49
COC(=O)COc1ccc(S(=O)(=O)NCC2CCCO2)cc1Cl (stereo not given)
  41 | 0.04 | 0.34
O=C(c1ccc(Cl)cc1Cl)c1ncc(C(F)(F)F)cc1Cl
  0 | 0.94 | 1.1
CCOc1ccccc1OCCCC(=O)NC1CCCc2ccccc21 (stereo not given)
  . | -0.51 | -0.37
COc1ccc(C(=O)C(CO)Oc2ccccc2OC)cc1OC (stereo not given)
  . | 0.71 | 0.53
COc1ccc(-c2nnc(SCC(=O)Nc3nncs3)o2)cc1
  45 | . | .
COC(=O)C(Cc1ccc(OC(=O)c2ccc(Cl)cc2)cc1)N1Cc2ccccc2C1=O (stereo not given)
  22 | -0.74 | -1.4
COc1ccc(S(=O)(=O)N2CCOC2CNC(=O)C(=O)NCCc2c[nH]c3ccccc23)cc1 (stereo not given)
  7 | -0.18 | -0.04
Cc1nn(-c2ccccc2)c(N)c1Sc1ccc([N+](=O)[O-])cc1
  . | -0.54 | -0.17

Taken from above:
COc1ccc(C(=O)C(CO)Oc2ccccc2OC)cc1OC (stereo not given) – SDO1 yeast rescue: 0.53
COC(=O)COc1ccc(S(=O)(=O)NCC2CCCO2)cc1Cl (stereo not given) – SDO1 yeast rescue: 0.34
O=C(c1ccc(Cl)cc1Cl)c1ncc(C(F)(F)F)cc1Cl – INS promoter inh: 0
COc1ccc(-c2nnc(SCC(=O)Nc3nncs3)o2)cc1 – INS promoter inh: 45
COC(=O)C(Cc1ccc(OC(=O)c2ccc(Cl)cc2)cc1)N1Cc2ccccc2C1=O (stereo not given) – SDO1 yeast rescue: -1.4
COc1cccc(NC(=O)CCC(=O)Nc2cccc(OC)c2)c1 – SDO1 yeast rescue: 0.49
Cc1nn(-c2ccccc2)c(N)c1Sc1ccc([N+](=O)[O-])cc1 – SDO1 yeast rescue: -0.17

Of the compounds above, these contain an aryl thioether with sulfur outside any ring.
Value order: INS promoter inh | SDO1 yeast rescue Rescue 24 h | SDO1 yeast rescue
COc1ccc(-c2nnc(SCC(=O)Nc3nncs3)o2)cc1
  45 | . | .
Cc1nn(-c2ccccc2)c(N)c1Sc1ccc([N+](=O)[O-])cc1
  . | -0.54 | -0.17

(cont.)
Value order: INS promoter inh | SDO1 yeast rescue Rescue 24 h | SDO1 yeast rescue
COc1ccc2c(c1OC)C(=O)OC2CC(=O)c1ccc(O)c(O)c1 (stereo not given)
  7 | 0.31 | 0.62
O=c1oc2ccccc2nc1/C=C(O)/C=C\c1ccccc1
  -27 | 0.02 | -0.86
O=C(O)C1CCN(C(=O)c2ccc(Cl)cc2)CC1
  0 | -0.52 | 0.69
Cc1ccc(-c2nc(=S)c3c(n2CC2CCCO2)CC(C)(C)OC3)cc1 (stereo not given)
  -7 | -0.63 | 0.17
COc1ccc(-c2nc(C#N)c(N3CC(C)OC(C)C3)o2)cc1OC (stereo not given)
  -37 | 0.13 | 0.2
COc1ccc(N2C(=O)CC(Nc3ccc(F)cc3)C2=O)c([N+](=O)[O-])c1 (stereo not given)
  26 | . | .
CCC(=O)NC(NC(=S)Nc1ccccc1Br)C(Cl)(Cl)Cl (stereo not given)
  0 | 0.35 | 0.5
CC1CC(C)CN(S(=O)(=O)c2ccc(NC(=S)NC(=O)c3ccccc3)cc2)C1 (stereo not given)
  33 | 0.81 | 0.08
COc1ccc(CNC(=O)C2CCN(S(=O)(=O)c3c(C)n[nH]c3C)CC2)cc1
  . | -0.33 | 0.01
Cc1ccc(C)c(N(C(=O)CCC(=O)Nc2cc(C)on2)C(C(=O)NC2CCCC2)c2ccco2)c1 (stereo not given)
  -58 | 0.58 | 0.44
NC(=O)c1ccc(C2SCC(=O)N2Cc2ccccc2)cc1 (stereo not given)
  -43 | -0.97 | -0.63
CC(C)CC(=O)NC(NCC1CCCO1)C(Cl)(Cl)Cl (stereo not given)
  -50 | 0.45 | 1.3
O=C(N/N=C/C1CCCCC1)c1cc(Cl)ccc1O
  7 | -1.1 | -0.61
C/C(=N\Nc1ccc(C(F)(F)F)cn1)c1ccc(S(=O)(=O)NCc2ccco2)cc1
  3 | 1.4 | 0.18
COc1ccc(C(=O)Nc2nc(-c3cccs3)cs2)cc1
  -24 | -1.4 | -1.7
CCn1c(SCC(=O)Nc2nc(C)c(C)s2)nnc1-c1cccnc1
  17 | 0.53 | 0.44
CC1CCCCC1NS(=O)(=O)c1ccc(-n2cnnn2)cc1 (stereo not given)
  38 | 0.79 | 0.41
COc1ccc(CNc2ncccn2)cc1OC
  47 | . | .
COc1ccc(C(CNC(=O)COc2ccccc2C#N)N2CCOCC2)cc1 (stereo not given)
  . | -0.21 | 0.27
O=C(CN1CCCC1)Nc1c2c(cc3c1CCC3)CCC2
  -38 | -0.35 | 0.2
CCc1nc2c(c(=O)c3ccccc3n2C)c(=O)n1CCc1ccc(OC)cc1
  . | -1.7 | -2.1
CCCNC(=O)Cn1cccc1C(=O)c1ccccc1
  14 | -0.2 | 0.33
Cc1sc2nc(SCC(=O)NCCOCCO)nc(N)c2c1C
  -43 | . | .
N#CCCN(C(=O)CSc1ccc2c(c1)OCCO2)c1ccc(F)cc1
  -4 | -0.8 | 0.07
Cc1ccc(-n2c(SCC(=O)NCc3ccco3)nnc2-c2cccnc2)cc1
  -17 | 2.7 | 1.7
CCOC(=O)c1cn(CC)c2cc(Cl)c([N+](=O)[O-])cc2c1=O
  . | 2.1 | 1.4
Cc1ccc(Cl)cc1N1CCN(C(=O)C2CCC(=O)N2C(C)C)CC1 (stereo not given)
  15 | 0.18 | 1.7
CS(=O)(=O)N(CC(=O)Nc1ccccc1)c1cccc(Cl)c1Cl
  -67 | . | .
CCOc1ccc2nc(NC(=O)C3CCCN(S(=O)(=O)c4cccs4)C3)sc2c1 (stereo not given)
  . | -0.18 | -1
COc1cc(NC(=O)c2ccco2)c(OC)cc1NC(=O)Nc1cccc(Cl)c1
  . | 0.42 | -0.35
CSc1nnc(-c2ccccc2N=Cc2c(C)[nH]n(-c3ccc4ccccc4c3)c2=O)c(=O)[nH]1
  -16 | -0.41 | -0.64
O=C(CS(=O)CC(=O)N(c1ccccc1)C(C(=O)NC1CCCC1)c1cccs1)Nc1ccc(F)cc1 (stereo not given)
  -44 | -0.1 | -0.91
Cc1ccc(O)c(-c2cc(C(=O)NCc3ccccc3)[nH]n2)c1
  7 | -0.1 | -0.13
CCCSC1=N/C(=C\c2ccsc2)C(=O)S1
  27 | -0.72 | -0.34
Cc1ccccc1NC(=O)CSc1n[nH]c(-c2ccco2)n1
  27 | . | .
COc1cccc(-c2nnc(NC(=O)c3ccc(S(=O)(=O)N4CC(C)OC(C)C4)cc3)o2)c1 (stereo not given)
  . | 0.69 | 0.77
CC(=C/c1ccc(C(C)C)cc1)/C=N/NC(=O)CSc1ccccn1
  -3 | -1 | -1.7
Cn1cnnc1SC1CCCCC1NS(=O)(=O)c1ccccc1 (stereo not given)
  -12 | 0.41 | 0.19
COC(=O)c1nc2ccccc2s1
  -11 | -0.3 | 0.42
CCOc1cc(C(=O)Nc2cc(C)on2)cc(OCC)c1OCC
  -31 | 0.5 | 0.3
CC(C)Oc1ccc(-c2cc(C(=O)NCCN3CCOCC3)c3ccccc3n2)cc1
  38 | 0.54 | 0.85
CS(=O)(=O)N(CCc1ccccc1)CC(=O)N1CCN(c2ccc(F)cc2)CC1
  -69 | -1.9 | -0.09
CCCCSc1nc(C)c(CC(=O)OC)c(=O)[nH]1
  . | -0.29 | 0
Cc1ccc(S(=O)(=O)N(C)C)cc1NC(=O)COC(=O)/C(=C/c1ccc(F)cc1)c1cccs1
  64* | -0.82 | -0.83
CS(=O)(=O)c1cnc2c(-c3ccc(F)cc3)cnn2c1N
  . | -0.02 | -0.1
CCCCC(=O)Nc1ccc(C(=O)Nc2ccc(S(=O)(=O)Nc3ccc(C)cc3)cc2)cc1
  37 | 2.8 | 0.93
CN(C)C(=N)c1n[nH]nc1SCc1ccc(Cl)c(Cl)c1
  -17 | . | .
CCc1cccc(NC(=O)CCc2nc(-c3cccs3)no2)c1
  . | -1.2 | -1.2
COc1cccc(C2CC(c3ccccc3Cl)n3ncnc3N2)c1 (stereo not given)
  58 | -1.8 | -1.6
Cc1[nH]n(-c2ccccc2)c(=O)c1/C=N/c1nn[nH]n1
  -21 | . | .

Two entries drawn at random from the list so far, as already listed:
Value order: INS promoter inh | SDO1 yeast rescue Rescue 24 h | SDO1 yeast rescue
Cc1ccc(S(=O)(=O)N(C)C)cc1NC(=O)COC(=O)/C(=C/c1ccc(F)cc1)c1cccs1
  64* | -0.82 | -0.83
COc1cccc(C2CC(c3ccccc3Cl)n3ncnc3N2)c1 (stereo not given)
  58 | -1.8 | -1.6

(listing goes on)
Value order: INS promoter inh | SDO1 yeast rescue Rescue 24 h | SDO1 yeast rescue
c1ccc(-c2noc(C3CCCCC3)n2)nc1
  0 | -0.14 | -0.08
COC(=O)NC(=S)Nc1ccc(Oc2ccc(Cl)cc2)c(Cl)c1
  . | 0.57 | -0.19
COc1cc(/C=N/O)ccc1OCc1ccc([N+](=O)[O-])cc1
  63 | -0.83 | -1.3
CC(Oc1cccc(Cl)c1)c1ccnc2nc(/N=C/N(C)C)nn12 (stereo not given)
  -94 | . | .
Cn1cc(/C=C/c2nc3ccccc3c(=O)n2-c2cccc([N+](=O)[O-])c2)c2ccccc21
  9 | 2 | 1.4
COc1cc(C)c(Cl)c(C)c1S(=O)(=O)NCc1ccc2c(c1)OCO2
  20 | -0.67 | -0.77
CCOC(=O)/C=C1\NC(=O)C(C)S1 (stereo not given)
  4 | 0.13 | 0.62
CC(C)Cc1cc(C(=O)N2CCN(c3ccc(F)cc3)CC2)no1
  . | 0.49 | 0.33
CCCCCn1nc(C)c2c(C)cc(=O)[nH]c21
  -315 | -0.03 | 0.21
C/C(=N\OC(=O)c1c(-c2ccccc2Cl)noc1C)c1ccncc1
  -14 | . | .
CCOC(=O)Cn1cnc2c(nnn2-c2ccc(OC)cc2)c1=O
  -67 | 0.9 | 0.56
CCOC(=O)/C=C1\SCC(=O)N1CC(=O)NC(C)c1ccccc1 (stereo not given)
  -8 | -0.4 | 0.11
O=C(CN1CCN(Cc2ccc3c(c2)OCO3)CC1)N1CCc2[nH]c3ccc(F)cc3c2C1
  31 | -0.14 | -0.2
O=C1OCCC1Sc1nc2ccccc2n1-c1ccccc1 (stereo not given)
  -6 | -0.57 | -0.3
CCN(CC(=O)Nc1ccccc1OC)C(=O)C1CC2C=CC1C2 (stereo not given)
  -42 | -0.43 | -0.12
O=C(Nc1nc(N2C(=O)c3ccccc3C2=O)n(-c2ccccc2)n1)c1ccc(Cl)cc1
  34 | -0.21 | 0.08
O=C(COC(=O)c1cccnc1)Nc1ccccc1
  -180 | -0.6 | -0.35
Fc1ccc(-c2[nH]ncc2-c2nnnn2-c2ccccc2)c(F)c1
  . | 1.6 | 1.2
COc1ccc(-c2nn(-c3ccccc3)cc2CO)cc1OC
  . | 0.04 | -0.03
CC(C)(C)OC(=O)N1CCCC1C(=O)N1CCc2ccccc21 (stereo not given)
  -62 | -0.36 | 0.02
O=C(CSc1nc2ccccc2n1CCc1ccccc1)N1CCOCC1
  -6 | -0.25 | -0.11
C[N+]1(C2CCC3CCC2C3O)CCCC1 (stereo not given)
  -53 | 1.2 | 0.91
Cc1ccc(NC(=S)NCCN2CCOCC2)cc1
  24 | -0.32 | 0.16
Cc1ccc(NC(=O)CCc2c(C)nc3ncnn3c2C)cc1
  15 | -0.8 | -0.21
O=C(C1CCN(Cc2cc(Cl)ccc2O)CC1)N1CCN(Cc2ccccc2)CC1
  . | 0.08 | 0.48
Cc1ccc2oc(=O)cc(CN3CCC(C)CC3)c2c1
  -20 | 0.05 | -0.03
CCCCc1oc2ccccc2c1C(=O)c1cc(I)c(OCCN(CC)CC)c(I)c1
  -32 | -0.55 | -1.8
CNC(=O)N(O)C1N(c2ccccc2)C(=S)SC1(C)C (stereo not given)
  -44 | 0.91 | 0.72
CC1(C)S[C@@H]2[C@H](NC(=O)Cc3ccccc3)C(=O)N2[C@H]1C(=O)O
  -10 | -1 | 0.2
CCOC(=O)c1c(/N=C/N(C)C)sc(/C=N/Nc2ccccc2)c1-c1ccccc1
  25 | 0.5 | -0.19
Nc1nc2n(n1)C(=O)CC(c1ccccc1[N+](=O)[O-])N2 (stereo not given)
  8 | . | .
CCc1cc2c(=O)[nH]cnc2s1
  9 | 1.1 | 1.4
Cc1cc(C)n(CC(=O)N/N=C/c2ccco2)n1
  14 | 1.4 | 0.9
O=C(Nc1ccc2oc(-c3ccncc3)nc2c1)c1ccccc1
  -25 | . | .
O=S(=O)(Cc1cc(Oc2ccccc2)nc(-c2ccccc2)n1)c1ccccc1
  15 | 0.04 | -0.38
CCCCNC(=O)C1C2C=CC3(CN(Cc4ccccc4Cl)C(=O)C13)O2 (stereo not given)
  -20 | -0.71 | -0.63
CCN(CC)c1ccc(/C=N/Nc2nc(C)cc(C)n2)c(O)c1
  -21 | 0.74 | 0.28
COc1ccc(CNC(=O)C2C3C=CC4(CN(Cc5cccnc5)C(=O)C24)O3)cc1 (stereo not given)
  19 | -0.83 | -0.39
O=C(CC(Nc1ccccc1)C(=O)O)c1ccccc1 (stereo not given)
  . | -0.89 | -0.98

Assay outcomes (PubChem)
